From PubChem
S1P4 antag: human S1P4 receptor antagonism. O95977. AID 1510. S1P4-expressing cells, antagonist mode, reporter read-out. 220,000 compounds, 0.26% hits. inhibition, % at 4.98 µM; in the data active means inhibition above about 29%;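 further: 0% = wells stimulated with agonist and 100% = vehicle wells without agonist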
Target sequence (O95977 whole entry, looked up): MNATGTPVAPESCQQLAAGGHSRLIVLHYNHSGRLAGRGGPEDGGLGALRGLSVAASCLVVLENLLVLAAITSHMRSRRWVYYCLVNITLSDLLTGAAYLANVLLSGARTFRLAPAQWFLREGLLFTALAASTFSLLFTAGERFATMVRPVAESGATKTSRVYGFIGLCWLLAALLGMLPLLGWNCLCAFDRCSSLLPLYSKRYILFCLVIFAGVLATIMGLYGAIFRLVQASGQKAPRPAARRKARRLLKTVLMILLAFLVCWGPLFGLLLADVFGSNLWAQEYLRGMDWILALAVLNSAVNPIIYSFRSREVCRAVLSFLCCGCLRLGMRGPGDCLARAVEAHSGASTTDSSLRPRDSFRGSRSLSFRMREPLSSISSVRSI
Wee1 degr inh: blocks degradation of human Wee1 kinase; 220,000 compounds, 1.2% hits; reporter increase, % at 5 µM; P30291; HeLa Luc-Wee1K328M stability, luciferase luminescence; 100% = proteasome inhibitor MG132 effect;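 active means activation above the mean of all tested compounds plus 3 SD, set per screening run, cut at about 8.8% in these data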;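 further: cells exposed to compound for 20 h before luminescence read; 0% = DMSO alone and 100% = MG132 at 30 µM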
eIF4E 4G PPI: inhibitors of eIF4E and eIF4G interaction in translation initiation | P63073+Q04637 | TR-FRET eIF4E-eIF4GI(517-606) binding, 2 h | inhibition, % at 21.7 µM | 220,000 compounds, 0.37% hits;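 active means inhibition above about 30%, limit read from the data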;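 further: 0% = full FRET control wells and 100% = background wells lacking eIF4GI fragment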
PERK inh: human PERK inhibition, primary cell-based screen; Q9NZJ5; CHO PERK-DD fusion, SEAP luminescence translation reporter; inhibition, % at 5.6 µM; 220,000 compounds, 0.17% hits; AID 1416;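 active means inhibition above the mean inhibition of all tested compounds plus 3 SD, set separately per screening campaign, cut at about 2.9% in these data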;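 further: PERK kinase domain activated by AP20187 dimerizer at 100 nM; 0% = DMSO with dimerizer and 100% = rapamycin at 8.4 µM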
MDM2 E3 inh: Mdm2 E3 ligase (human) inhibition. 210,000 compounds, 0.11% hits. Q00987. AID 1230. signal enhancement, % at 5 µM. cell-based MDM2 ubiquitination luciferase reporter, 2 h; 0 = plate control, 100 = twice control, blank-subtracted;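 active means signal enhancement of 30% or more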;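 further: luminescence tracks abundance of the self-degrading MDM2-luciferase fusion protein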
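Buffer or medium: Cells held in DMEM | Assay system: Stable mammalian line carrying autodegrading MDM2–luciferase fusion reporter | Quantity: 2000 cells/well | Times: 4 h settle plus 2 h compound, 37 °C | Doses: One concentration, 5 µM, with 0.2% DMSO | Technique: Luminescence with SteadyLite reagent, 15 min at room temperature | Benchmarks: Plate controls and plate blanks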
BaF3 parental: parental Ba/F3 viability inhibition as JAK2V617F counter-screen; CellTiter-Glo ATP luminescence; inhibition, % at 5.6 µM; 220,000 compounds, 1.1% hits; AID 1486;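 active means inhibition above a per-campaign cutoff, the mean inhibition of all tested compounds plus 3 SD, cut at about 27% in these data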;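 further: 0% = DMSO wells and 100% = JAK Inhibitor I control wells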
Ba/F3 V617F tox: loss of viability in JAK2V617F-driven Ba/F3 cells; inhibition, % at 5.6 µM; AID 1446; Ba/F3 EpoR-JAK2V617F viability, ATP luminescence; 220,000 compounds, 1.1% hits;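 active means inhibition above the campaign mean plus 3 SD over all tested compounds, cut at about 24% in these data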;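 further: cytokine-independent growth of Ba/F3 cells driven by EpoR plus mutant JAK2; 0% = DMSO-treated cells and 100% = JAK inhibitor I control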
S1P4 ag: human S1P4 receptor agonism; S1P4-expressing cell line, agonist reporter assay; activation, % at 4.98 µM; 220,000 compounds, 0.35% hits; in the data active means activation above about 11%;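 further: 0% = DMSO vehicle and 100% = reference agonist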
NPY-Y2 PAM-ag: potentiates or activates human NPY-Y2 receptor; P49146; cells expressing NPY-Y2, potentiator/agonist read-out; activation, % at 3.6 µM; 220,000 compounds, 0.45% hits; in the data active means activation above about 27%;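 further: cells stimulated with NPY near EC25 plus isoproterenol at EC100; 0% = vehicle plus submaximal agonist and 100% = vehicle plus saturating agonist; some results beyond the cut were filed as inactive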
Target sequence (P49146 whole entry, looked up): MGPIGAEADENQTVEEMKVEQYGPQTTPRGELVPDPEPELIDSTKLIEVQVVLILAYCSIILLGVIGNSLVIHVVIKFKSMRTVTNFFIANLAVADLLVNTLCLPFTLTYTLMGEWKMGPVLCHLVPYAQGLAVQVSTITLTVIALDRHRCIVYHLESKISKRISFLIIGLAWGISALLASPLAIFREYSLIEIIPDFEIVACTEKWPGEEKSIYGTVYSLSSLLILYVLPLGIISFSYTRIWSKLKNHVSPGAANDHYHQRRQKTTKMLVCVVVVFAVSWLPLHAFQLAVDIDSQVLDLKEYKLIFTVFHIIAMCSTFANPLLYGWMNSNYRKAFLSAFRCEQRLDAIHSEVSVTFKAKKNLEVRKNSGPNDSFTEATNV
* = called active by the depositor; x = not tested or not shown; [ ] = remark or other dose.

SMILES | S1P4 antag | Wee1 degr inh | eIF4E 4G PPI | PERK inh | MDM2 E3 inh | BaF3 parental | Ba/F3 V617F tox | S1P4 ag | NPY-Y2 PAM-ag
CCc1cc(C(=O)NNC(=S)Nc2ccccc2C)cs1 | 4 | 7 | -3 | -0.5 | 1 | 2 | 7 | 4.1 | -9
COc1ccc(C)cc1S(=O)(=O)Nc1cccc(C)c1 | 10 | -4 | 5 | -1.1 | -17 | 1 | -1 | -3.9 | 14
CCOC(=O)c1sc(NC(=O)CN2CCCC2)c(C(=O)OCC)c1C | -9 | -2 | -5 | -1.0 | -6 | 3 | -1 | -1.9 | 3
Cc1ccc(NS(=O)(=O)c2cccc3nsnc23)cc1 | 13 | 2 | 3 | -0.2 | 0 | -1 | 2 | 0.5 | -5
CCS(=O)(=O)Nc1cccc(C2=NN(C(C)=O)C(c3cccs3)C2)c1 (centres undefined) | 6 | 3 | -2 | -0.4 | -16 | 9 | 7 | -1.3 | -7
CCN(CC)S(=O)(=O)c1ccc2[nH]cc(C(=O)NCCCN3CCCCC3)c(=O)c2c1 | 2 | -3 | -4[fluorescence artefact?] | 0.1 | 24 | 0 | -3 | -0.5 | -2
O=C(C1COc2ccccc2O1)N1CCN(Cc2ccc3c(c2)OCO3)CC1 (centres undefined) | -16 | 2 | -1 | -0.3 | -9 | 3 | 0 | 1.1 | 5
CCCCc1c(C(=O)O)cc(OC)cc1C(=O)O | -6 | -1 | 0 | 1.5 | -8 | 0 | -4 | 0.9 | 15
CCOC(=O)C1(Cc2ccc(OC)cc2)CCN(C(=O)c2ccoc2C)CC1 | -14 | 0 | 3 | 1.0 | -5 | 3 | 0 | -0.1 | -3
Cc1cccc(S(=O)(=O)Nc2nc3ccccc3nc2NCC2CCCO2)c1 (centres undefined) | 10 | -1 | 0 | 0.8 | -17 | 2 | -1 | 0.8 | 21
Cc1nc(C)c(C(=O)NCc2ccc(Cl)cc2)o1 | 3 | -2 | 0 | 1.0 | 0 | 5 | -2 | 1.6 | 5
CCN(CCC(=O)Nc1ccc(Br)c(C)c1)Cc1ccccc1 | -8 | 7 | 2 | -2.4 | -4 | 5 | 0 | -0.5 | 1
O=c1cc(Cc2nnc(SCc3ccccc3)n2-c2ccc(Cl)cc2)[nH]c(=O)[nH]1 | 0 | 3 | -3 | 0.1 | -17 | 8 | 3 | 1.4 | 2
CCOCCCNC(=O)NC12CC3CC(CC(C3)C1)C2 | -3 | -2 | -4 | 1.9 | -12 | 1 | -3 | -0.6 | 4
O=C(NCCc1c[nH]c2ccccc12)Nc1cccc2ccccc12 | -15 | 1 | -15 | -0.6 | -16 | 2 | -4 | 1.5 | -18
CC(NC(=O)COC(=O)/C=C/c1ccc(Cl)cc1)c1ccccc1 (centres undefined) | 3 | 5 | -3 | 0.4 | -9 | 4 | 1 | 2.0 | -10
Cc1cc(C)n(-c2nc3nonc3nc2-n2nc(C)cc2C)n1 | 1 | -3 | 1 | 1.6 | -14 | 1 | -2 | 1.2 | 9
O=C(Cc1ccc(S(=O)(=O)N2CCCCC2)s1)Nc1cccc2ccccc12 | -15 | 2 | -1 | 0.2 | -9 | 2 | 1 | 2.9 | 7
CCOc1cc(/C=C/c2nc3ccccc3s2)ccc1OCC(=O)N1CCOCC1 | -10 | -1 | 20 | -1.0 | -9 | 0 | 0 | 2.6 | -5
c1ncn(C23CC4CC(CC(C4)C2)C3)n1 | -5 | -1 | 3[fluorescence artefact?] | 0.1 | -5 | 4 | 2 | 0.5 | 7
CC(=O)Nc1ccc(Cl)cc1C1COC(=O)C1=N (centres undefined) | -2 | 1 | 23[fluorescence artefact?] | 1.3 | 9 | 1 | 0 | 0.1 | 3
O=C(Oc1cccc(NC(=O)c2cccs2)c1)c1cccc(S(=O)(=O)N2CCCC2)c1 | 2 | -3 | -2 | 1.1 | -10 | 3 | 1 | -0.5 | 0
CCN1C(=O)C(C(=O)c2ccccc2)SC1=S (centres undefined) | 6 | -2 | -4 | 0.6 | -6 | 1 | -2 | 0.3 | -10
Cc1cc(Cl)n2ncc(-c3ccccc3)c2n1 | -48 | 3 | -4 | 0.7 | -18 | 0 | -1 | -0.3 | 14
Cc1cc(Nc2ccccc2F)n2ncnc2n1 | -14 | -2 | 2 | 0.5 | -16 | 1 | -2 | 2.1 | -4
COc1ccc(NC(=O)c2ccc3nc(-c4ccccc4)c(-c4ccccc4)nc3c2)c(OC)c1 | -2 | 8 | 0 | 0.0 | -11 | 2 | -4 | -1.7 | 4
CCOc1cc(CN2CCC(CO)(Cc3cccc(C(F)(F)F)c3)CC2)ccc1OC | -8 | -3 | 3 | 1.9 | -21 | 2 | 0 | -0.4 | -39
O=C(CC(Nc1ccc(F)cc1)c1ccccc1)c1ccccc1 (centres undefined) | -13 | -2 | 3 | 0.1 | 1 | -1 | 1 | -0.5 | -4
COc1cc(C2NC(=O)NC(C)=C2C(=O)OCC2CCCO2)cc(OC)c1OC (centres undefined) | 4 | 3 | -4 | -0.3 | -11 | 0 | 3 | 0.3 | -9
O=C1C(Nc2ccccc2)=C(N2CCCCC2)C(=O)c2ccccc21 | 0 | -2 | 5 | 0.2 | -13 | 102* | 98* | -0.3 | 2
COc1cnc(-c2ccccn2)[nH]c1=O | -8 | 1 | -1 | 1.0 | 4 | 5 | 7 | 10 | 2
CCOC(=O)C1(CCc2ccccc2)CCN(Cc2c(O)cccc2OC)CC1 | -9 | -3 | -2 | -0.5 | 0 | 4 | -1 | 1.2 | -11
O=C(c1cnc2ccccn2c1=O)N1CCc2ccccc21 | -16 | 0 | -1 | 0.6 | -4 | 4 | 2 | 0.9 | 2
COC(=O)c1cccc(Oc2cccc(Cl)n2)c1 | -4 | 0 | 4 | -0.4 | -6 | 4 | -1 | -1.7 | -5
Cn1c(=O)n(C)c2cc(/C=N/NC(=O)c3ccncc3)ccc21 | 8 | -1 | 3 | 1.4 | -4 | 3 | 3 | -0.5 | -4
N#Cc1ccccc1CSc1nnc(Cc2ccccc2)o1 | -15 | 2 | 0 | 0.6 | -3 | 5 | -1 | -0.5 | 2
O=C(NNC(=O)c1ccc(SCC2CCCO2)c([N+](=O)[O-])c1)c1ccc(F)cc1 (centres undefined) | -8 | 1 | 2 | -0.1 | -9 | 9 | 3 | -0.1 | -34
CCOc1cccc(OCCOCCN2CCCC2)c1 | -13 | -3 | 1[fluorescence artefact?] | 0.7 | -3 | 4 | -3 | 0.7 | 15
COC(=O)CCCn1c(C)cc(C(=O)CCl)c1C | -1 | 0 | 1 | -0.3 | -14 | -1 | 5 | -0.5 | -6
COc1ccc(N2CC(C(=O)NCCC3=CCCCC3)CC2=O)cc1 (centres undefined) | -6 | -3 | -3 | 0.4 | 7 | 1 | -1 | -0.2 | 3
COc1ccc(OCC(=O)N/N=C2\CCCc3ccccc32)cc1 | -12 | -3 | -2 | 0.4 | -10 | 0 | 0 | -0.6 | -6
O=C1C=C(Nc2ccccc2C(=O)O)c2ccccc2C1=O | -8 | -2 | -14 | 0.1 | x | -6 | -2 | -0.3 | -13
C=CCN(c1ccc(C(=O)Nc2ccc(NC(C)=O)cc2)cc1)S(C)(=O)=O | -11 | 4 | -1 | -0.2 | -7 | 0 | -2 | 0.6 | -6
Cc1cccc2cc(C#N)c(SCC(=O)N3CCC(C)CC3)nc12 | -3 | -3 | -18 | 0.0 | -27 | 1 | -4 | -2.3 | 11
CS(=O)(=O)N1N=C(c2ccco2)CC1c1ccc(Br)cc1 (centres undefined) | 2 | -2 | 5 | -1.4 | 9 | 7 | 4 | -0.2 | 10
Cc1cc(C(=O)NNS(=O)(=O)c2ccc(C(C)(C)C)cc2)nn1C(C)(C)C | -11 | 0 | 1 | 0.3 | -8 | 7 | 2 | 1.5 | 7
CC(C)CSc1nc2c(c(=O)[nH]c(=O)n2C)n1CC(O)COc1cccc2ccccc12 (centres undefined) | -11 | 2 | 1 | -0.6 | -11 | 10 | 3 | 0.9 | 5
Cc1[nH]c2ccccc2c1C(=O)CN1CCC(C)CC1 | -6 | -2 | -15[fluorescence artefact?] | -0.3 | 2 | 3 | 1 | -1.6 | -16
CC1CCc2cc(F)cc3c(O)c(C(=O)NCc4ccco4)c(=O)n1c23 (centres undefined) | 1 | 1 | -4 | 0.1 | -4 | 0 | -3 | 0.1 | -4
COc1ccccc1C(=O)N(CN1CCCC1=O)c1cccc(Cl)c1 | -48 | 5 | -5 | -0.6 | -17 | 4 | 3 | 1.4 | -5

Next section.
SMILES | S1P4 antag | Wee1 degr inh | eIF4E 4G PPI | PERK inh | MDM2 E3 inh | BaF3 parental | Ba/F3 V617F tox | S1P4 ag | NPY-Y2 PAM-ag
Cc1ccc(OCC(=O)Nc2ccc3c(c2)OCO3)c([N+](=O)[O-])n1 | -1 | 1 | 5[fluorescence artefact?] | 0.0 | -11 | 3 | 1 | 0.7 | 6
Cc1c(C(=O)OC(C)C)[nH]c2c1C(=O)CC(C)(C)C2 | -13 | 2 | -1 | 0.3 | -2 | 11 | 3 | 0.3 | -23
Cc1cc(C[n+]2cc(Cl)ccc2N)c2ncccc2c1 | 17 | -1 | -10 | 0.7 | x | 11 | 3 | 0.4 | -21
COC(=O)c1c(NC(=O)CSc2nnnn2-c2ccccc2)sc2c1CCC(C(C)(C)C)C2 (centres undefined) | -13 | -2 | -3 | -0.1 | -19 | 4 | -3 | 1.9 | -4
Cc1cccc(OC(=O)CCN2C(=O)C3C4C=CC(C5CC45)C3C2=O)c1C (centres undefined) | -3 | 6 | 1 | -0.1 | -4 | 2 | 4 | -0.5 | -5
Cc1ccc(NCCC(=O)c2cccs2)cc1 | 1 | 3 | 0 | 0.3 | 2 | 7 | 4 | -1.2 | -7
COc1cc(NC(=O)COC(=O)/C=C/c2c(C)nn(C3CCS(=O)(=O)C3)c2Cl)cc(OC)c1OC (centres undefined) | 0 | -2 | -14 | 0.6 | -9 | 4 | -2 | 0.6 | -3
Cc1cc(C(=O)Nc2sc(C)c(-c3ccc(F)cc3)c2C(N)=O)no1 | 0 | 3 | -2 | 1.4 | -14 | 6 | -1 | -2.1 | -5
N#CC1=C(N)OC2=C(CCC/C2=C/c2ccoc2)C1c1ccoc1 (centres undefined) | -3 | 0 | 12 | 1.2 | -32 | 0 | 2 | -2.0 | 11
CN1C(=O)S/C(=C/c2ccccc2OCc2ccc(C(=O)O)cc2)C1=O | -30 | -4 | 0 | 0.4 | -13 | 6 | 4 | -1.0 | 4
CCOc1cccc(C(=O)NCc2ccccc2)c1 | 17 | -5 | -2 | 0.6 | -15 | 8 | -4 | 1.8 | -7
CCc1c(C(=O)Nc2ccncc2)csc1C | -18 | -1 | -3 | 0.5 | -3 | 4 | -4 | -0.1 | 2
CC(C)(C)Cc1nnc(NS(=O)(=O)c2ccc(F)cc2)s1 | 13 | 3 | 1 | 0.6 | -6 | 8 | 3 | -2.9 | -6
O=C(COn1nnc2ccc(C(F)(F)F)cc21)Nc1nnc(-c2ccccc2)o1 | -1 | -1 | 0[fluorescence artefact?] | 1.0 | -3 | 3 | 1 | -2.5 | -22
